Screening results as filed in PubChem.
Efflux pump mplx – blocks antifungal efflux pumps in multiplex yeast assay. S. cerevisiae Candida pump triplex, Nile Red efflux. inhibition, % at 10 µM. actives 0.44% (n = 330,000);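 active = plate passing quality check with inhibition over a set limit, or well fluorescence over plate mean plus 4 SD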;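 note: Nile Red retained in pooled yeast measured as flow cytometry median fluorescence; 0% = buffer negative control and 100% = Enniatin B positive control; higher means more Nile Red kept so more efflux inhibition; some compounds called inactive have numbers as strong as hits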
TPT1 inh – blocks Candida albicans tRNA 2'-phosphotransferase | AID 1962 | recombinant caTPT1, FP RNA substrate dephosphorylation | inhibition, % at 5 µM | actives 0.81% (n = 300,000);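 active = inhibition above the mean of all tested compounds plus 3 SD, set per screening campaign, cut at about 24% in these data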;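 note: plate controls were DMSO alone for no effect and ferristatin control at 100 nM for full effect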
PP5 inh – blocks human protein phosphatase 5 activity | purified PP5c, OMFP substrate fluorescence | actives 0.18% (n = 320,000) | AID 1987 | P53041 | inhibition, % at 6.7 µM;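 active = inhibition above the campaign's mean inhibition across all tested compounds plus 3 SD, cut at about 9.5% in these data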;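 note: 0% = DMSO only and 100% = 100 µM cantharidin control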
Target sequence (P53041 whole entry, looked up): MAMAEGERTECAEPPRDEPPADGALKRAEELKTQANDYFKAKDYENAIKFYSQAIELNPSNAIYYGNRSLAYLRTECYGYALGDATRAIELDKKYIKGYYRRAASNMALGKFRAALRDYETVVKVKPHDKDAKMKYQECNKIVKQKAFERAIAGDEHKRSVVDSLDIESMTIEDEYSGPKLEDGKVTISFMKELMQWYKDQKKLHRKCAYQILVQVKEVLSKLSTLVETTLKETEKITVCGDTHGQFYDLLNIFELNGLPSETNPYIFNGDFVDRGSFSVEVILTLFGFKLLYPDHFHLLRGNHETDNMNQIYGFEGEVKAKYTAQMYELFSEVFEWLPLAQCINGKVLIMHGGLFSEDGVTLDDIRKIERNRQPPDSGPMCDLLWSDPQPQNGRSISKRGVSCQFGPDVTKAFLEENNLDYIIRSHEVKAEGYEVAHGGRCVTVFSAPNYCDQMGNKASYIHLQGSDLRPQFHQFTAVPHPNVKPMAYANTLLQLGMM
PP1 counter – blocks human PP1-alpha phosphatase, a PP5 counter-screen; actives 0.9% (n = 320,000); AID 2235; purified PP1alpha, OMFP fluorescence; inhibition, % at 6.7 µM;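 active = inhibition above the mean inhibition of all tested compounds plus 3 SD, computed separately for each screening campaign, cut at about 15% in these data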
Target sequence (P62136 whole entry, looked up): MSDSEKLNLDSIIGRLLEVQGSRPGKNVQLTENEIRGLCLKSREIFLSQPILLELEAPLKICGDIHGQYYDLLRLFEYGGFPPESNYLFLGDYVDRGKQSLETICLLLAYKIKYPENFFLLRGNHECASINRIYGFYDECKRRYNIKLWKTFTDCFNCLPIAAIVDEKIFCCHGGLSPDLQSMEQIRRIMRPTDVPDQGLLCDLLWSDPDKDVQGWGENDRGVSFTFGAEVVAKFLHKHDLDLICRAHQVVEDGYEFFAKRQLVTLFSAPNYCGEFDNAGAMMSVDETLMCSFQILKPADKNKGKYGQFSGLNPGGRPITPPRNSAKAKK
JMJD2C inh – human JMJD2C demethylase inhibition; Q9H3R0; GST-JMJD2C(1-420) H3K9me3 demethylation, DELFIA europium; inhibition, % at 2.35 µM; actives 0.069% (n = 330,000); AID 2099;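 active = more than half of a compound's replicate wells show inhibition beyond 50%, single wells judged on their own value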;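 note: signal counts dimethyl H3K9 product captured on neutravidin plate; 0% = median of DMSO wells and 100% = 0.3 times that DMSO median; strong numbers were not always called active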
PREPL inhibitor – human PREPL enzyme inhibition. inhibition, % at 5.96 µM. recombinant PREPL, fluorescence polarization activity-based probe. AID 2751. actives 0.68% (n = 320,000). Q4J6C6; in the data active = inhibition above about 43%;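 note: 0% = enzyme with DMSO and 100% = wells lacking enzyme; many of its hits are not listed in these tables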
LYPLA2 counter – counter-screen for PME1 inhibitors: inhibitors of human LYPLA2; recombinant LYPLA2, FP-Rh probe fluorescence polarization; inhibition, % at 5.9 µM; actives 0.38% (n = 320,000); AID 2177; O95372;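 active = inhibition above the screen-wide mean plus 3 SD, limit set per campaign, cut at about 26% in these data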;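 note: 0% = LYPLA2 with DMSO and 100% = wells lacking LYPLA2 enzyme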
Fh CTSL1 inh – blocks F. hepatica cathepsin L1 in PFM18AAP counter-screen | recombinant F. hepatica cathepsin L1, Z-Leu-Arg-MCA fluorescence | inhibition, % at 5.96 µM | actives 0.49% (n = 300,000) | AID 1906;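 active = inhibition above the mean of all tested compounds plus 3 SD, set per screening campaign, cut at about 17% in these data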;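 note: 0% = plate median of test compound wells and 100% = 1 µM Z-Phe-Ala-diazomethylketone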
core dimer inh – HCV core protein dimerization inhibition. inhibition, % at 5 µM. AID 1899. TR-FRET GST/Flag-core106 dimerization, 1536-well. actives 0.33% (n = 300,000);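 active = inhibition above the mean of all tested compounds plus 3 SD, set per screening campaign, cut at about 45% in these data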
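Material: GST/Flag-tagged HCV core106 proteins. Incubation: 4 h, 22.5 °C incubation. Read-out basis: inhibition (%) from 671 over 617 nm ratio. Measured by: TR-FRET, excitation 340 nm, emission 617 and 671 nm.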
The depositor's hits bear a star; & = joins results of further samples. Only part of the results is shown; count on the stated rates, not on these rows.

What do the screens show for `Cc1ccc(C(C)C)c(OCC(=O)Nn2c(C)nc3ccccc3c2=O)c1`?
Efflux pump mplx: 0.0; TPT1 inh: 4; PP5 inh: 0.9; PP1 counter: -3; JMJD2C inh: 11; PREPL inhibitor: 2; LYPLA2 counter: 7; Fh CTSL1 inh: 0; core dimer inh: 5

What do the screens show for `COc1cccc(Cn2c(=O)sc3ccccc3c2=O)c1`?
Efflux pump mplx: 0.0; TPT1 inh: -5; PP5 inh: 3.0; PP1 counter: 3; JMJD2C inh: -16; PREPL inhibitor: -9; LYPLA2 counter: 0; Fh CTSL1 inh: -2; core dimer inh: 3

Results for CCCCN(CCCC)S(=O)(=O)c1ccc(NS(=O)(=O)c2ccc(NC(C)=O)cc2)cc1 ?
Efflux pump mplx: 0.1; TPT1 inh: -3; PP5 inh: 4.4; PP1 counter: 5; JMJD2C inh: 7; PREPL inhibitor: -7; LYPLA2 counter: -15; Fh CTSL1 inh: 1; core dimer inh: 8

Results for Cc1ccc(OCC(=O)OC2CCCN(C)C2)cc1 (configuration not stated) ?
Efflux pump mplx: 0.0; TPT1 inh: -3; PP5 inh: 1.5; PP1 counter: 1; JMJD2C inh: -11; PREPL inhibitor: -12; LYPLA2 counter: -2; Fh CTSL1 inh: -2; core dimer inh: -2

Results for CC(C)c1ccccc1OCC(=O)Nc1ccc2[nH]ncc2c1 ?
Efflux pump mplx: -0.1; TPT1 inh: -8; PP5 inh: 1.9; PP1 counter: 10; JMJD2C inh: -1; PREPL inhibitor: 34; LYPLA2 counter: 4; Fh CTSL1 inh: 1; core dimer inh: -10

What do the screens show for `C=C[C@@H]1c2cc(C)ccc2N(S(=O)(=O)c2ccc(C)cc2)[C@H](c2ccc(OC(C)=O)cc2)C1(C#N)C#N`?
Efflux pump mplx: 0.3; PP5 inh: 1.2; PP1 counter: 3; JMJD2C inh: 2; PREPL inhibitor: 4; LYPLA2 counter: -27

Results for O=C(N/N=C\c1ccc(O)c([N+](=O)[O-])c1)c1ccccc1-n1cccc1 ?
Efflux pump mplx: -0.2; TPT1 inh: -2; PP5 inh: -0.3; PP1 counter: 1; JMJD2C inh: 8; PREPL inhibitor: -7; LYPLA2 counter: 4; Fh CTSL1 inh: 5; core dimer inh: -6

How did CC1(C)c2ccccc2N2CCC(=O)NC21/C=C/c1ccco1 (configuration not stated) do in these assays?
Efflux pump mplx: 0.0; TPT1 inh: -53; PP5 inh: 2.4; PP1 counter: 2; JMJD2C inh: 8; PREPL inhibitor: 1; LYPLA2 counter: -9; Fh CTSL1 inh: 2; core dimer inh: 0

How did Cc1cc(NS(=O)(=O)c2ccc(Nc3nc(-c4sc(NC(=O)c5ccccc5)nc4C)cs3)cc2)no1 do in these assays?
Efflux pump mplx: 0.2; TPT1 inh: 1; PP5 inh: 4.0; PP1 counter: 15; JMJD2C inh: -14; PREPL inhibitor: 66*; LYPLA2 counter: 59*; Fh CTSL1 inh: -2; core dimer inh: 20

What do the screens show for `COc1cccc(C(C(=O)NC2CCCC2)N(C(=O)c2ccco2)c2cccc(C(C)=O)c2)c1OC` (configuration not stated)?
Efflux pump mplx: -0.2; TPT1 inh: 1; PP5 inh: -1.9; PP1 counter: 1; JMJD2C inh: -1; PREPL inhibitor: 17; LYPLA2 counter: -8; Fh CTSL1 inh: -1; core dimer inh: -13

Results for CC(Cn1cncn1)C(=O)N1CCN(S(=O)(=O)c2ccccc2)CC1 (configuration not stated) ?
Efflux pump mplx: 0.0; TPT1 inh: -4; PP5 inh: -0.3; PP1 counter: -7; JMJD2C inh: 8; PREPL inhibitor: 16; LYPLA2 counter: -3; Fh CTSL1 inh: 9; core dimer inh: -11

How did Cc1c(NC(=O)C(C#N)=C2CCCCC2)c(=O)n(-c2ccccc2)n1C do in these assays?
Efflux pump mplx: 0.1; TPT1 inh: 2; PP5 inh: 2.0; PP1 counter: -2; JMJD2C inh: -5; PREPL inhibitor: 14; LYPLA2 counter: 2; Fh CTSL1 inh: 2; core dimer inh: 1

How did O=C(O)c1cc(S(=O)(=O)N2CCCCC2)sc1Cl do in these assays?
Efflux pump mplx: 0.2; TPT1 inh: 3; PP5 inh: 3.0; PP1 counter: -2; JMJD2C inh: 6; PREPL inhibitor: -6; LYPLA2 counter: -1; Fh CTSL1 inh: -3; core dimer inh: -2

Results for CC(C)(C)C(=O)CNS(=O)(=O)c1ccc(S(=O)(=O)NC2CCCC2)cc1 ?
Efflux pump mplx: 0.0; TPT1 inh: -4; PP5 inh: 0.0; PP1 counter: -2; JMJD2C inh: -5&3; PREPL inhibitor: 11; LYPLA2 counter: -1; Fh CTSL1 inh: 1; core dimer inh: -5

Results for CCCCn1c(N)c(N(CCOC)C(=O)c2ccc(C)o2)c(=O)[nH]c1=O ?
Efflux pump mplx: -0.2; TPT1 inh: -3; PP5 inh: -0.2; PP1 counter: -2; JMJD2C inh: -7; PREPL inhibitor: 9; LYPLA2 counter: -2; Fh CTSL1 inh: 2; core dimer inh: -2

How did CCOC(=O)C1=C(c2ccccc2)N(C)C(=O)NC1c1ccc(OC(F)F)c(OC)c1 (configuration not stated) do in these assays?
Efflux pump mplx: 0.2; TPT1 inh: 1; PP5 inh: 4.3; PP1 counter: 0; JMJD2C inh: 2; PREPL inhibitor: 2; LYPLA2 counter: -3; Fh CTSL1 inh: 3; core dimer inh: 8

How did CN(c1ccc(OC(=O)CN2C(=O)NC3(CCCC3)C2=O)cc1)S(=O)(=O)c1ccccc1 do in these assays?
Efflux pump mplx: 0.0; TPT1 inh: -2; PP5 inh: 2.3; PP1 counter: -1; JMJD2C inh: 3; PREPL inhibitor: -9; LYPLA2 counter: 7; Fh CTSL1 inh: -15; core dimer inh: 1

Results for Cc1sc(NC(=O)C2CCCC2)c(C#N)c1C ?
Efflux pump mplx: -0.1; TPT1 inh: 0; PP5 inh: -0.2; PP1 counter: 3; JMJD2C inh: -4; PREPL inhibitor: 1; LYPLA2 counter: -4; Fh CTSL1 inh: -2; core dimer inh: 18

How did Cc1cc(C(=O)N/N=C/c2cccnc2)c2ccccc2n1 do in these assays?
Efflux pump mplx: 0.0; TPT1 inh: -2; PP5 inh: -3.0; PP1 counter: -3; JMJD2C inh: -10; PREPL inhibitor: -2; LYPLA2 counter: 6; Fh CTSL1 inh: 5; core dimer inh: 2

Results for CC(C)Oc1ccc(CN2CCCC(CO)(Cc3ccc(F)cc3)C2)cc1 (configuration not stated) ?
Efflux pump mplx: 0.0; TPT1 inh: -1; PP5 inh: -0.1; PP1 counter: 0; JMJD2C inh: -4; PREPL inhibitor: 2; LYPLA2 counter: 4; Fh CTSL1 inh: 2; core dimer inh: -4

Results for Cc1ccc(S(=O)(=O)CCC(=O)N2CCN(c3ccc([N+](=O)[O-])cc3)CC2)cc1 ?
Efflux pump mplx: 0.2; TPT1 inh: -1; PP5 inh: 1.9; PP1 counter: 3; JMJD2C inh: -23; PREPL inhibitor: -19; LYPLA2 counter: 39*; Fh CTSL1 inh: 4; core dimer inh: -1

Results for COc1ccc(OC)c2sc(NC(=O)C3COc4ccccc4O3)nc12 (configuration not stated) ?
Efflux pump mplx: 0.2; TPT1 inh: 1; PP5 inh: 4.9; PP1 counter: 4; JMJD2C inh: 2; PREPL inhibitor: 8; LYPLA2 counter: -6; Fh CTSL1 inh: -4; core dimer inh: 4

Results for O=[N+]([O-])c1ccc(N2CCN(c3nc(-c4ccc(Cl)cc4)cs3)CC2)cc1 ?
Efflux pump mplx: 0.0; TPT1 inh: -2; PP5 inh: 2.0; PP1 counter: 2; JMJD2C inh: -35; PREPL inhibitor: 19; LYPLA2 counter: 13; Fh CTSL1 inh: -1; core dimer inh: 14

How did COc1cc2c(C#N)c(N3CCCC3)nc(N)c2c(N)n1 do in these assays?
Efflux pump mplx: -0.1&0.0; TPT1 inh: 2&-4; PP5 inh: 2.4&-0.2; PP1 counter: 0&1; JMJD2C inh: 7&11; PREPL inhibitor: 12&13; LYPLA2 counter: 1&-3; Fh CTSL1 inh: 0&1; core dimer inh: -1&-7

Reprinted at random: four records from the list
Results for O=[N+]([O-])c1ccc(N2CCN(c3nc(-c4ccc(Cl)cc4)cs3)CC2)cc1 ?
Efflux pump mplx: 0.0; TPT1 inh: -2; PP5 inh: 2.0; PP1 counter: 2; JMJD2C inh: -35; PREPL inhibitor: 19; LYPLA2 counter: 13; Fh CTSL1 inh: -1; core dimer inh: 14

What do the screens show for `COc1cccc(C(C(=O)NC2CCCC2)N(C(=O)c2ccco2)c2cccc(C(C)=O)c2)c1OC` (configuration not stated)?
Efflux pump mplx: -0.2; TPT1 inh: 1; PP5 inh: -1.9; PP1 counter: 1; JMJD2C inh: -1; PREPL inhibitor: 17; LYPLA2 counter: -8; Fh CTSL1 inh: -1; core dimer inh: -13

How did Cc1cc(C(=O)N/N=C/c2cccnc2)c2ccccc2n1 do in these assays?
Efflux pump mplx: 0.0; TPT1 inh: -2; PP5 inh: -3.0; PP1 counter: -3; JMJD2C inh: -10; PREPL inhibitor: -2; LYPLA2 counter: 6; Fh CTSL1 inh: 5; core dimer inh: 2

What do the screens show for `COc1cccc(Cn2c(=O)sc3ccccc3c2=O)c1`?
Efflux pump mplx: 0.0; TPT1 inh: -5; PP5 inh: 3.0; PP1 counter: 3; JMJD2C inh: -16; PREPL inhibitor: -9; LYPLA2 counter: 0; Fh CTSL1 inh: -2; core dimer inh: 3

(cont.)
Results for CCOc1ccccc1NC(=O)COC(=O)Cc1ccsc1 ?
Efflux pump mplx: 0.0; PP5 inh: 0.7; PP1 counter: 3; PREPL inhibitor: 1; LYPLA2 counter: -1

Results for CC(C)CC(c1nnnn1Cc1ccco1)N1CCN(c2cccc(Cl)c2)CC1 (configuration not stated) ?
Efflux pump mplx: 0.0; TPT1 inh: 0; PP5 inh: 0.6; PP1 counter: 0; JMJD2C inh: -38; PREPL inhibitor: 11; LYPLA2 counter: 6; Fh CTSL1 inh: 6; core dimer inh: 8

How did COc1ccccc1C1=NOC(COC(=O)c2ccc3ccccc3n2)C1 (configuration not stated) do in these assays?
Efflux pump mplx: 0.0; TPT1 inh: 0; PP5 inh: 1.2; PP1 counter: -3; JMJD2C inh: 4; PREPL inhibitor: -9; LYPLA2 counter: 13; Fh CTSL1 inh: -5; core dimer inh: 7

Results for CCCCN(CCCNC(=O)c1ccc(CS(=O)(=O)c2ccc(OC)cc2)o1)Cc1ccccc1 ?
Efflux pump mplx: -0.4; TPT1 inh: -2; PP5 inh: -1.3; PP1 counter: 2; JMJD2C inh: 1; PREPL inhibitor: -46; LYPLA2 counter: 8; Fh CTSL1 inh: 0; core dimer inh: 5
